KDM5B inh = KDM5B demethylase inhibition; Potency, µM (series often up to 57.7 µM), inactives show top-dose activity change, negative = inhibition, hits mostly inhibitors; KDM5B demethylase, FDH-coupled NADH fluorescence (FDH is formaldehyde dehydrogenase); AID 1347165; Q9UGL1; 2.6% of 220,000 active; active = well fitted inhibition curve with a large enough effect; inconclusive = small, poorly fitted or top-dose-only effect; inactive = no such curve, though single readings can be large or run the other way; also: 0% is about no effect; nearly all actives have a fitted effect of over 70% in size
Target sequence (Q9UGL1 whole entry, looked up): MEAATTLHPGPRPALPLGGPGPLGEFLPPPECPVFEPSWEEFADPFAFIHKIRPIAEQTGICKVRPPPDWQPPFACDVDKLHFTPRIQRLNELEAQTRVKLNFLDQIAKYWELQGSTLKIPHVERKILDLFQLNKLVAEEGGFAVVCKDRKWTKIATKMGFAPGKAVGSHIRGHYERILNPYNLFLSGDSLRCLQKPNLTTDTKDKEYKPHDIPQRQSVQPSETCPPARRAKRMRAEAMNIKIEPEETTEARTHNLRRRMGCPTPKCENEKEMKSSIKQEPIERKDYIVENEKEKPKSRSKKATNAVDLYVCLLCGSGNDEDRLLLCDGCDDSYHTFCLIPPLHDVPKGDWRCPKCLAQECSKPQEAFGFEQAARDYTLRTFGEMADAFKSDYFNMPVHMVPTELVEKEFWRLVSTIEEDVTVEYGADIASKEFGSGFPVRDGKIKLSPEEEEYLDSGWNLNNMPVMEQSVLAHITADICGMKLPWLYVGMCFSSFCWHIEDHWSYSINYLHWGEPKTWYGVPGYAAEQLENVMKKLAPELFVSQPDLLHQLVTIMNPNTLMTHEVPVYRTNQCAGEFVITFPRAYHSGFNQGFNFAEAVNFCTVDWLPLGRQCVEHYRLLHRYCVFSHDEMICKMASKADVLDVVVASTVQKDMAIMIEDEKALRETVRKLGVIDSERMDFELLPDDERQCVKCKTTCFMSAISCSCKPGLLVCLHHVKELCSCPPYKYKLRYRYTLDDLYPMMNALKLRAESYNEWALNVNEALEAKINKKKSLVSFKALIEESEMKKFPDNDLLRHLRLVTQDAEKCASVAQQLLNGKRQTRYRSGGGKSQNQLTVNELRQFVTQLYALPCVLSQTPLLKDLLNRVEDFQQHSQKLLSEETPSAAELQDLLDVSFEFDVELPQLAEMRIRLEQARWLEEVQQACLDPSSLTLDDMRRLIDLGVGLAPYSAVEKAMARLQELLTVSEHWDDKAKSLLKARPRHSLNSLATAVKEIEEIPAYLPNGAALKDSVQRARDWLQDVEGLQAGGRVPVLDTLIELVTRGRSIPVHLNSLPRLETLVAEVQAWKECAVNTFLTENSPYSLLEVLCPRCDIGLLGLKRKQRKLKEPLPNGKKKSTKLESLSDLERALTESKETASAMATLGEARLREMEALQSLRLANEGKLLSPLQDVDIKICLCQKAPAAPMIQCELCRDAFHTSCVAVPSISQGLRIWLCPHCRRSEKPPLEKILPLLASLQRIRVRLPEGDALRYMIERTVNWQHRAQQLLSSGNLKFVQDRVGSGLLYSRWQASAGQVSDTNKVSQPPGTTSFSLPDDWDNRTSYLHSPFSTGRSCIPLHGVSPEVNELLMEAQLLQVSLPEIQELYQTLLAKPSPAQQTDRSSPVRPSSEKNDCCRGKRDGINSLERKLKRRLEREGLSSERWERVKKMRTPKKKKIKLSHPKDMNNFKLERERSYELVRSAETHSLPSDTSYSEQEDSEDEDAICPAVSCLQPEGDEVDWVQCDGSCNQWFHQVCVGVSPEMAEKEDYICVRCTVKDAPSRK
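Inhibition is measured as reduced NADH fluorescence generation from FDH coupling to formaldehyde release. Truncated KDM5BΔAP at 200 nM final acts on H3K4me3 peptide (12.5 µM in substrate mix) in pH 7.5 HEPES buffer with Tween-20, 30 min, room temperature.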
The depositor's hits bear a star; i = inactive; ? = inconclusive; & = joins results of further samples; [ ] = dose if it differs, or a comment. Potency is read from the fitted curve at half-maximal effect.

KDM5B inh	compound
?	Cc1cc(=O)oc2cc(OCC(=O)NCCCn3ccnc3)c(Cl)cc12
?	CCOc1ccccc1NC(=O)c1c(NC(=O)COc2ccccc2)sc2c1CCCC2
4%[86.2 µM]	CN(C(=O)c1ccc(C(F)(F)F)cc1)C1CCOc2ccccc21 (stereo unspecified)
18%	Cc1ccc(CNC(=O)N2C[C@@H](F)C[C@H]2C(=O)N2CCCCC2)cc1
-6%	CC(=O)N(CCCN(C)C)Cc1ccccn1
-27%	O=C1NCCN2CC3(CCN(S(=O)(=O)c4ccc5c(c4)OCCO5)CC3)CC12 (stereo unspecified)
-16%	Cc1oc(-c2cccs2)nc1C(=O)NCC(C)N1CCOCC1 (stereo unspecified)
7%[11.5 µM]	Cc1ccc2c(c1)N(C(=O)c1ccc(F)cc1)C(C)(C)CC2(C)c1ccccc1 (stereo unspecified)
-10%	COc1ccccc1/C=C(\C#N)c1nc2ccccc2[nH]1
10%	COc1ccc(CCCN2C(=O)O[C@@H]3CN(S(=O)(=O)N4CCCC4)C[C@@H]32)cc1
-26%	CC(C)(C)OC(=O)N1CCC(c2c(C(=O)N3CCc4ccccc4C3)cnn2-c2ccc(Cl)cc2)CC1
?	O=C(O)CN1C(=O)/C(=C\c2ccccc2OCc2ccc(Cl)cc2)SC1=S
1%	COc1ccc(-n2cnc3cc(C(=O)N4CCCCC4)ccc3c2=O)cc1Cl
-13%	COc1ccc(CNC(=O)CCn2ccn3nc4c(c3c2=O)CCCC4)cc1
-13%	O=S(=O)(NC[C@@H]1CCNC[C@H]1O)N1CCCCCC1
13%	O=C(COC(=O)c1cccc(O)c1)NCc1ccc2c(c1)OCO2
25µM*	CN(C)C[C@@H]1CN(c2ncccn2)C[C@H]1NC(=O)c1cnccn1
?	COc1ccc(NC(=O)c2ccc3c(c2)N(C)C2CCCN2C3=O)cc1OC (stereo unspecified)
10%	O=C(COc1ccc2c(=O)c(-c3ccc(Cl)cc3)coc2c1)N1CCN(c2ncccn2)CC1
17%	COCC1CCN(C(=O)CCc2nnc(C3(c4ccc(Cl)cc4)CCC3)o2)C1 (stereo unspecified)
5%	CCc1ccccc1NC(=O)C1CCN(S(=O)(=O)c2ccccc2)CC1
-2%	Cc1cc(C)cc(N2CCN(c3cc(C4CC(O)C4)nc(C)n3)CC2=O)c1 (stereo unspecified)
-3%	CC(C)NC(=S)NNC(=O)c1ccco1
16%	Cc1ccc(-c2n[nH]c(=O)c3ccccc23)cc1S(=O)(=O)N1CCCCC1
-19%	CCN(CC)C(CNC(=O)c1cc(-c2ccco2)on1)c1ccccc1 (stereo unspecified)
-1%	O=C(CCc1ncc(-c2ccc(F)cc2)o1)NC1CCN(Cc2ccccc2)C1 (stereo unspecified)
18%	CCCCn1c(C2NC(=O)NC(C)=C2C(=O)OCC)nc2ccccc21 (stereo unspecified)
-13%[115 µM]	CC(=O)NCCC(=O)N1Cc2ccccc2CC2(CCCCN2CC2CCNC2)C1 (stereo unspecified)
-15%	Cn1nc(-c2ccc(N3CCCCC3)c(NC(=O)c3ccc(Cl)cc3)c2)c2ccccc2c1=O
5%	COC(=O)c1ccc(CNC(=O)NCc2coc(-c3cccs3)n2)cc1
?	Cc1ccc(CN(C(=O)c2ccccc2F)c2ccccn2)o1
?	FC(F)(F)c1cccc(N/N=C/c2ccccc2Br)c1
25µM*	COc1ccc(OCC(=O)N2CCCC3(C2)Nc2cccnc2NC3=NC2CCCC2)cc1 (stereo unspecified)
-29%	CCOc1ccccc1CNC(=O)CCCn1nc(C)c2sc3ccccc3c2c1=O
-25%	Cc1cccc(Oc2ccc3c(c2)Oc2ccccc2NC3=O)c1
-20%	S=C(NCc1ccncc1)NC1CC1
?	Fc1ccccc1CN1CCNc2cnc(Oc3ccccc3)cc2C1
i	CCn1c(=O)c2cc(C(=O)N(C)CC(OC)OC)sc2c2ccccc21
8%	O=C(Nc1ccccc1Cl)C(=O)c1cn(CC(=O)N2CCOCC2)c2ccccc12
?	Cc1cccc(OC[C@H]2C[C@@H](NCc3nccn3C)[C@H](O)[C@@H]2O)n1
24%	Cn1cnc(S(=O)(=O)N2CCC(Oc3ncccc3C(=O)N3CCOCC3)C2)c1 (stereo unspecified)
?	CCCCc1ccc(NC(=O)COc2cccc3c(=O)n(C)ccc23)cc1
?	CC(C)(C)N(NS(=O)(=O)c1ccc(F)cc1)c1ccccc1
-23%	Cc1nc(-c2ccc(S(=O)(=O)N3CCN(C(c4ccccc4)c4ccccc4)CC3)s2)cs1
?	O=C(c1cc(-c2ccccc2F)cc2c1OCCN2Cc1cccnc1)N1CCC1
-11%	CCOC(=O)c1ccc(S(=O)(=O)N2CCCC2c2cccn2C)cc1 (stereo unspecified)
-6%	O=C1NCCOCCCN(C(=O)C2CC2)[C@H]2CCCC[C@@H]12
-7%	Cc1ccc(C(=O)N2CCC3(CC2)CC(N2CCN(CC(C)C)CC2)CCO3)s1 (stereo unspecified)

Some values from the list.
`O=C1NCCOCCCN(C(=O)C2CC2)[C@H]2CCCC[C@@H]12` in KDM5B inh has -6%
`Cn1cnc(S(=O)(=O)N2CCC(Oc3ncccc3C(=O)N3CCOCC3)C2)c1` (stereo unspecified) in KDM5B inh has 24%
`O=C(Nc1ccccc1Cl)C(=O)c1cn(CC(=O)N2CCOCC2)c2ccccc12` in KDM5B inh has 8%

The listing continues:
KDM5B inh	compound
-6%	COc1ccc(C(=O)NC2CCN(CC(=O)NC3CCCCC3)CC2)cc1
38%[activator]	NC(=O)c1ccc(NC(=O)C[C@H]2NC(=O)c3ccccc3NC2=O)cc1
19%	Cn1cnc(C(=O)N2CCOc3ccc(CCC(=O)NCC4CC4)cc3C2)c1
-19%	COc1cc(Cl)ccc1C(=O)N1CCC(OC2CCN(C)CC2)CC1
?	COc1cc(C)ccc1OCCSc1nc2ccc(NC(=O)c3ccc(F)cc3)cc2s1
-8%	O=C(CCC1CCN(C(=O)c2ccccc2F)CC1)NCc1ccco1
32%[activator]	CCN1CC(c2ccccc2)CC2(CCN(C(=O)c3ccn(CC)n3)CC2)C1 (stereo unspecified)
-14%	Cc1ccc(NC(=O)CSc2nc3ccc(NC(=O)c4cccs4)cc3s2)cc1
28µM*	COc1ccc2c(c1)CCN=C2C[C@H]1CN(C(=O)c2ccccc2)CC[C@H]1CC(=O)O
i	COCC(=O)N[C@H]1C[C@H]2C(=O)Nc3ccc(/C=C/c4ccccc4)cc3C(=O)N2C1
?	COc1cccc(CN2CCc3nc(N4CCN(c5ncccn5)CC4)ncc3C2)c1
-14%	CSc1ccc(CCNC(=O)CN2C(=O)COc3ccc(S(=O)(=O)N4CCCCCC4)cc32)cc1

Shown as labelled records: 3 of the compounds above
> COc1cc(C)ccc1OCCSc1nc2ccc(NC(=O)c3ccc(F)cc3)cc2s1
- KDM5B inh: ?
> O=C(CCC1CCN(C(=O)c2ccccc2F)CC1)NCc1ccco1
- KDM5B inh: -8%
> CCN1CC(c2ccccc2)CC2(CCN(C(=O)c3ccn(CC)n3)CC2)C1 (stereo unspecified)
- KDM5B inh: 32%[activator]

Back to the main list, starting 2 compounds before the break.
KDM5B inh	compound
?	COc1cccc(CN2CCc3nc(N4CCN(c5ncccn5)CC4)ncc3C2)c1
-14%	CSc1ccc(CCNC(=O)CN2C(=O)COc3ccc(S(=O)(=O)N4CCCCCC4)cc32)cc1
31%	Cn1nccc1CCC(=O)N1CC[C@@]2(O)CCN(C(=O)C3CCC3)C[C@H]2C1
?	Cc1ccc2[nH]c(C(=O)NCc3ccc(C(=O)N4CCN(C)CC4)cc3)cc2c1
158%[activator]	COc1ccc(C2=CC(c3ccccc3Cl)n3nc(-c4ccc(C)cc4)nc3N2)cc1 (stereo unspecified)
-7%	CCCCCCn1nc(C(=O)N(CC(C)C)c2c(N)n(CCCC)c(=O)[nH]c2=O)c2ccccc2c1=O
11%	O=C(O)c1ccccc1SCc1cn2ccccc2n1
15%	Cc1cnc(C(=O)OC(C)C(=O)c2ccc(C(C)(C)C)cc2)cn1 (stereo unspecified)
4%	Cc1ccc(NS(=O)(=O)c2ccc(C(=O)N(C)Cc3ccccc3)cc2)cc1C
32%&7%[86.2 µM]	O=C(Nc1ccc(F)cc1)C1CN(c2cccc(Cl)c2)C(=O)N1 (stereo unspecified)
22µM*	CC(NC(=O)C1CCC1)C(=O)N1CCN(c2ccccn2)CC1 (stereo unspecified)
?	O=C(Oc1ccc(Br)cc1)c1cnccn1
8%	CCCNC(=O)CSc1nc(-c2ccccc2)[nH]c1S(=O)(=O)c1ccccc1
-12%	CC1=C(C(=O)Nc2ccc(Cl)cc2)C(C(C)C)n2nc(SCc3ccc(Cl)cc3)nc2N1 (stereo unspecified)
-18%	Cc1ccc(C(CC(=O)Nc2ccc(F)cc2)c2c[nH]c3ccccc23)cc1 (stereo unspecified)
-14%	CCCC1(C(=O)O)CCCN(S(=O)(=O)c2ccsc2C(=O)O)C1 (stereo unspecified)
-16%	CC(C)(C)C(=O)N1CCCN(Cc2ccc3c(c2)OCO3)c2ccccc21
23%	C=CCCCCCCCCc1nc(SCC(C)=O)n[nH]1
-5%	CCc1ccc(NC(=O)Cn2c(=O)n(-c3cccc(OC)c3)c(=O)c3c(C)c(C(=O)N(C)C)sc32)cc1
-13%	COC(=O)C(=O)C/C(=N/Nc1ncnc2ccccc12)c1ccc(Cl)cc1
-8%	CCCCCNC(=O)COC(=O)c1cc2c(C)cc(C)cc2[nH]1
-14%[86.2 µM]	CC(C)c1noc([C@@H]2C[C@H](NS(=O)(=O)c3ccc(F)cc3)CN2C)n1
19%	O=C(NC1CCC1)C1CCCN(C2CCN(C3Cc4ccccc4C3)CC2)C1 (stereo unspecified)
18%	CCN(CC)S(=O)(=O)c1ccc(Sc2nnc(C)s2)nc1
-19%	COc1ccc(CN2C=C(C(=O)OCc3noc(-c4ccc(C)cc4)n3)C(C)=NS2(=O)=O)cc1
6%	CCc1ccc(C2C(C#N)=C(N)N(N3CCOCC3)C3=C2C(=O)CC(C)(C)C3)cc1 (stereo unspecified)
-1%	Cc1nn(CC(=O)NCc2ccccc2Br)c(=O)c2cc3occc3n12
-25%	COc1cccc(C2CC(=O)N(c3cccc(C(F)(F)F)c3)C3=C2C(=O)OC3)c1OC (stereo unspecified)
0%	Cc1ccc(NC(=O)c2n[nH]c(=O)c3ccccc23)cc1F
7%	Cc1ccc(OCC(=O)Nc2cccc(-c3nc4cc(C)ccc4o3)c2)cc1
?	CC(=O)c1cc(CN2CCC3(CC2)CN(CC(C)c2ccccc2)C(=O)O3)cs1 (stereo unspecified)
20%	O=C(O)c1ccc2c(c1)OCCOCCOCCOCCO2
2%	CC(=O)c1ccc(NC(=O)C(C)OC(=O)c2ccccc2-n2cnnn2)cc1 (stereo unspecified)
-20%	COc1ccc(Cl)cc1C(=O)N1CCC2(CC1)CN(C)CCN2C
-19%	CCC1(N2CCN(C(=O)CCc3c[nH]c4ccccc34)CC2)CCN(S(C)(=O)=O)C1 (stereo unspecified)
21%	CCCN1CCS(=O)(=O)N(Cc2cn(Cc3ccccc3)nn2)C(C(=O)OC)C1 (stereo unspecified)
28µM*	COC(=O)CNC(=O)C1CCCN(c2nc3ncccc3o2)C1 (stereo unspecified)
-11%	COCc1nc(C2CCCN(C(=O)c3cccc(OC)c3OC)C2)no1 (stereo unspecified)
-26%	CCCCCCCCCCCCSCC(=O)O
-1%[86.2 µM]	CC(C)(C)CC(=O)N1CC[C@H]2COC(=O)N2c2cc(F)ccc2C1
-15%	O=C(CCC[C@@H]1[C@H]2CCCN3CCC[C@@H](CN1C(=O)c1cccnc1)[C@@H]23)N1CCCC1
1%	COc1cc(/C=C(/C#N)c2ccccn2)c2c(c1)CC(C)O2 (stereo unspecified)
-15%	O=C(c1n[nH]c2c1CN(Cc1cccnc1)CC2)N1CCOCC1
?	O=C(CCn1cnc(-c2ccccc2)c1-c1cc2ccccc2[nH]1)N1CCCC1
?	CCC[C@@H]1CN(c2cc(OC)nc(N)n2)C[C@H]1C(=O)O
13%	COc1ccc(S(=O)(=O)NCC(=O)N(CC(=O)NCc2ccccc2)Cc2ccco2)cc1
?	COc1ccc(-c2nn(Cc3nc(-c4ccccc4C)no3)c(=O)c3ccccc23)cc1
1%	O=C(CSc1nnc(-c2cccc(Cl)c2)o1)Nc1ccc2c(c1)OC1(CCCCC1)O2
-15%	COCCNC(=O)[C@@H]1C[C@@H](O)CN1C1CCN(C(=O)c2ccco2)CC1
-22%	Cc1cccc(CC(=O)N2CCCC2c2nc(C3CCOCC3)no2)c1 (stereo unspecified)

Two of the compounds above, with each value named.
compound: COCCNC(=O)[C@@H]1C[C@@H](O)CN1C1CCN(C(=O)c2ccco2)CC1
- KDM5B inh: -15%
compound: Cc1cccc(CC(=O)N2CCCC2c2nc(C3CCOCC3)no2)c1 (stereo unspecified)
- KDM5B inh: -22%

Next section:
KDM5B inh	compound
-34%	COc1ccc(CNC(=O)CNC(c2ccccc2)c2ccccc2)cc1OC
?	COc1ccc(-n2nc(C)c([C@H]3C=C[C@@H](OC(=O)Nc4cccc(F)c4)C3)c2C)cc1
-15%	Cc1cccc(NC(=O)c2nc3ccccc3nc2N2CCOCC2)c1
8%	COC(=O)c1ccc(S(=O)(=O)N2CCCC2c2cccn2C)cc1 (stereo unspecified)
?	OCC1CN(C2CCC2)CC12CCN(C1CCC1)CC2 (stereo unspecified)
9%[115 µM]	COc1cccc([S+](=O)([O-])N2CCn3cc(C(=O)NCc4ccc(Cl)nc4)nc3C2)c1
-8%	Cc1cc(C)c2oc(C(=O)Nc3c(C(=O)c4ccc(F)cc4)oc4ccccc34)cc(=O)c2c1

Some of the compounds tested. The share of hits here may be higher or lower than overall.
